Assay outcomes: PubChem, several laboratories
STK33 inh = inhibitors of purified STK33 kinase, primary screen, biochemical, ADP-Glo luminescence, homogeneous, cell-free | Serine/threonine-protein kinase 33 (Homo sapiens), Q9BYT3 | MBP phosphorylation | inhibition, % at 10 µM | 320,000 compounds, 0.073% hits | AID 2661, 2010;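 active = inhibition at or above 25%, using the most active replicate where run in duplicate; inactive = inhibition below 25%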
Target sequence (Q9BYT3 whole entry, looked up): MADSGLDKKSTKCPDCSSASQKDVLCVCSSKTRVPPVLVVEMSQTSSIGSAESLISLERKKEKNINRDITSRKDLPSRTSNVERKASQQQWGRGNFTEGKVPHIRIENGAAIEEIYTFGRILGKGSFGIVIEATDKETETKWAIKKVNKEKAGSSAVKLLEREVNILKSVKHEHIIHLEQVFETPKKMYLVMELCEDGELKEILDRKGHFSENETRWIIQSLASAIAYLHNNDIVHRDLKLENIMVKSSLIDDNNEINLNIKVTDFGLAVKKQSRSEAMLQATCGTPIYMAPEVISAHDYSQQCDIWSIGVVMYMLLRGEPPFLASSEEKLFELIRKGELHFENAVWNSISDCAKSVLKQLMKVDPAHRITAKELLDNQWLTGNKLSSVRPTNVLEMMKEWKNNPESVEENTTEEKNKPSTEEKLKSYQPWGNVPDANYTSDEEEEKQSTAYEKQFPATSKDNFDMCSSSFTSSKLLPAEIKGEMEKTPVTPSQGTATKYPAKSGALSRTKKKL
Kir21 inh = inhibitors of mouse Kir2.1 inward-rectifier potassium channel; Inward rectifier potassium channel 2 (Mus musculus), P35561; HEK293-Kir2.1, FluxOR thallium flux fluorescence; active compounds read low; B-score at 10 µM; 310,000 compounds, 0.85% hits;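 active = fluorescence ratio B-score at or below minus 3 SD of library scores, with starting-brightness B-score within 2 SD, cut at about -4.2 in these data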;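 also: channel flux triggered by added potassium and thallium sulfate stimulus; B-score of peak minus minimum fluorescence over baseline after thallium stimulus; more negative B-score means stronger Kir2.1 block with less thallium influx; some compounds called inactive have numbers as strong as hits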
Target sequence (P35561 whole entry, looked up): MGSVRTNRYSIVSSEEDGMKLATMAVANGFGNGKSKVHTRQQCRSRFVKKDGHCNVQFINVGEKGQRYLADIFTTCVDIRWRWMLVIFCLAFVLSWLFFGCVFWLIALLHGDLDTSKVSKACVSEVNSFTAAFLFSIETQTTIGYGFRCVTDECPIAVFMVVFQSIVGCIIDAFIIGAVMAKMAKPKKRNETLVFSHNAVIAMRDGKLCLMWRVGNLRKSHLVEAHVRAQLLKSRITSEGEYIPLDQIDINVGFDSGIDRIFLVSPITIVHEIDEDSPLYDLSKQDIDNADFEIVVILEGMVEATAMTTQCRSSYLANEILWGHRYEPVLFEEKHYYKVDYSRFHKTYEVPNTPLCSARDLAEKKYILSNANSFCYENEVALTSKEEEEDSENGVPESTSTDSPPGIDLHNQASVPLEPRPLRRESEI
* hit, by the source's call; / = not tested or not shown. Compounds as they come; about 0.84% have a hit in one of these screens.

Order of values: STK33 inh | Kir21 inh
- Cn1nnnc1N=N/C(=N/Nc1ccccc1)c1ccccc1
    -2.8 | -1.3
- O=C(Cc1ccccc1)c1nc2ccccc2s1
    0.4 | 0
- COC(CNC(=O)CNC(=S)N(Cc1ccccc1)Cc1cccs1)OC
    -0.8 | -0.2
- N/C(=N/OC(=O)c1ccccc1F)c1nonc1N
    4.0 | -0.16
- CCN1CCCC1CNC(=O)Cn1nc(C)n2c(cc3cc(C)ccc32)c1=O (stereo not given)
    -1.5 | -0.08
- CCOc1cc(/C=C2/SC(=Nc3ccccc3)N(Cc3cccnc3)C2=O)ccc1OCC#N
    -0.4 | -1.4
- COc1cccc(CN(C(=O)Cc2c[nH]c3ccccc23)C(C(=O)NC2CCCCC2)c2cccs2)c1 (stereo not given)
    0.2 | -1.6
- CN(Cc1ccc(Cl)cc1Cl)C(=O)c1cccc(S(=O)(=O)N2CCN(c3ccccc3)CC2)c1
    -1.2 | -0.67
- CCN(CCO)C(=O)c1ccc2nc(Cc3ccc(OC)cc3)oc2c1
    -0.6 | 1.6
- Nc1ccc(N2CCCCC2)c(S(=O)(=O)Nc2ccc(Cl)cc2)c1
    -1.5 | 0.42
- CC(=O)c1ccc(NC(=O)c2cc(Cl)nc3ccccc23)cc1
    -0.5 | 0.2
- CC(Oc1ccc(-c2ccccc2)c(F)c1)c1ccn(S(=O)(=O)c2cccc3ccccc23)n1 (stereo not given)
    1.1 | -0.01
- CC(=O)N1N=C(c2ccccc2)OC1c1cccnc1 (stereo not given)
    0.2 | -1.8
- O=[N+]([O-])c1cccc(-c2cc3cccc[n+]3cc2-c2cccc([N+](=O)[O-])c2)c1
    -3.2 | 1.6
- O=C(O)c1ccc(-n2nncc2-c2ccco2)cc1
    -0.1 | -0.06
- Cc1ccc(S(=O)(=O)c2nnn3c2nc(N2CCOCC2)c2ccccc23)cc1C
    -2.2 | -0.03
- CC(C)OC(=O)/C(=C\c1cccnc1)NC(=O)c1ccccc1
    0.2 | -0.15
- COc1ccc(Cl)cc1-c1n[nH]c(=S)n1C1CCCCC1
    -2.8 | 0.3
- O=C(O)CCC(=O)N1N=C(c2c(-c3ccccc3)c3cc(Cl)ccc3[nH]c2=O)CC1c1cccs1 (stereo not given)
    -0.6 | 0.22
- CC(C)NC(=S)Nc1ccc2cn[nH]c2c1
    58* | 1.3
- COc1ccc(NC(=O)c2cc(SC)ccc2Cl)cc1
    0.5 | -1.3
- O=C(c1cc(-c2ccccc2)on1)N1CCN(Cc2ccc3c(c2)OCO3)CC1
    / | -0.49
- CC(C)(C)C(=O)NCCN1CCN(C(=O)C(C)(C)C)CC1
    0.1 | -1.6
- CCN(CC)c1ccc(NC(=O)CSc2nc3ccccc3c(=O)n2-c2cc(S(=O)(=O)N(C)C)ccc2C)cc1
    1.2 | 1.5
- O=C(COc1c(Cl)cccc1Cl)Nc1ccccc1N1CCCC1
    -0.9 | 0.12
- CCN(CC(=O)Nc1c(F)cccc1F)C(=O)CCNC(=O)c1ccc([N+](=O)[O-])cc1
    0.2 | 1.7
- CCCCC(=O)N/N=C/c1sccc1C
    -0.3 | 0.03
- Cc1csc(NC(=O)c2cc(-c3ccco3)nc3ccccc23)n1
    0.4 | 1.6
- COc1ccc(C2=NOC(C(=O)NCc3cccs3)C2)cc1 (stereo not given)
    1.4 | -1.2
- Fc1ccc(Nc2nc(N3CCOCC3)nc(N3CCOCC3)n2)cc1
    0.7 | 0.39

The list goes on.
Order of values: STK33 inh | Kir21 inh
- O=C(Nc1ccc2c(c1)OCO2)c1ccc(N2CCCC2)c([N+](=O)[O-])c1
    -0.9 | 2
- Cc1ccc(NS(=O)(=O)c2ccc3c(c2)CCC(=O)N3)cc1
    0.7 | /
- CCCCC(=O)NC(c1ccccc1Cl)c1ccc2cccnc2c1O (stereo not given)
    -1.5 | -0.96
- CCOCCCNC(=O)c1c[nH]c2cc(OC)ccc2c1=O
    -0.3 | 1.7
- Nc1nc2ccccc2n1Cc1ccc(Cl)c(Cl)c1
    -0.4 | -4
- CCc1cc(=O)oc2c(C)c(O[C@@H]3O[C@H](CO)[C@@H](O)[C@H](O)[C@H]3O)ccc12
    0.3 | 0.48
- CN(C)/C=C1\SC(=S)N(N2C(=O)C3C4C=CC(C4)C3C2=O)C1=O (stereo not given)
    -0.1 | -1.8
- CCOC(=O)CSc1ccc(C(=O)NCCCN2CCOCC2)cc1[N+](=O)[O-]
    0.5 | 0.92
- O=C(N/N=C/c1ccc(-n2ccnc2)cc1)c1cccs1
    -0.6 | -0.02
- Cn1nc(C(=O)N2CCCC2)c2ccccc2c1=O
    0.7 | -0.51
- O=c1c2ccccc2nc(SCc2cccc(F)c2)n1Cc1ccco1
    0.3 | -1.2
- CCOC(=O)C1=NN(c2cccc(Cl)c2)C2=NC(C)=C(C(=O)OC)C(c3cccs3)N12 (stereo not given)
    -2.3 | 1.1
- C/C(Cc1ccccc1)=N\NC(=O)CNC(=O)c1ccc(C(C)(C)C)cc1
    / | -0.94
- CCC(=O)N=c1sc2c(OC)ccc(OC)c2n1C
    0.8 | 1.1
- O=C(Nc1ccncc1)Nc1ccc(F)c(Cl)c1
    0.2 | -0.53
- COc1ccccc1/C=C/C=N/NC(=O)CN1CCN(Cc2ccccc2)CC1
    0.4 | -0.43
- O=C(OCC(=O)N1CCCC1=O)c1nc(Cl)c(Cl)c(Cl)c1Cl
    0.0 | -0.39
- O=C(/C=C/c1ccccc1Cl)N(Cc1ccccc1)C1CCS(=O)(=O)C1 (stereo not given)
    -0.1 | 0.76
- C/C(=N\NC(=O)CSc1ncccn1)c1ccc2c(c1)OCCO2
    -1.4 | -0.05
- COc1ccc2[nH]c(C)c(C(=O)CN3CCN(C(=O)c4ccco4)CC3)c2c1
    0.0 | 0.58
- CC(=O)Nc1ccc(NC(=O)c2ccccc2N(C)S(=O)(=O)c2ccc(C)cc2)cc1
    -2.1 | -1.3
- CN1CCN(c2ccc(-c3ccnn3C(=O)Nc3cccc(C(F)(F)F)c3)cc2)CC1
    3.0 | -1.3
- CCOc1cc(CNc2cccc3[nH]c(C)nc23)ccc1OC
    -1.2 | -1.4
- COc1cc(C=NNC(=O)c2cccnc2)ccc1OC(=O)c1ccccc1F
    -0.9 | /
- COc1cccc(C(=O)/C=C/Nc2ccc(S(=O)(=O)Nc3ncccn3)cc2)c1
    1.7 | 1.4
- Cc1ccc(O)c(CCc2ccccc2)n1
    / | 1.6
- Cc1c(C(=O)C(=O)NCCC2=CCCCC2)c2ccccc2n1C
    -1.7 | 1.8
- CCSc1nc(C)nc2c1oc1ccccc12
    -1.1 | -0.67
- O=S(=O)(NCc1ccccc1)c1cccs1
    0.4 | 2.4
- COC(=O)[C@@]1(Cc2ccc(OC)cc2)[C@H]2c3cc(C(=O)N(C)C)[nH]c3C[C@H]2CN1C(=O)c1ccccc1
    -0.3 | -0.6

The results go on:
Order of values: STK33 inh | Kir21 inh
- CSc1nc(O)c(/C=C2\C=Nc3ccccc32)[nH]1
    8.8 | 1
- COC(=O)c1ccccc1NC(=O)C1CCCN(S(=O)(=O)c2ccc(F)cc2)C1 (stereo not given)
    -1.3 | 1.4
- CCCCOC(=O)CN1C(=O)c2ccc(C(=O)OCCCC)cc2C1=O
    0.4 | 1.4
- COc1ccc(NC(=O)C2C3CCC4C(CCC32)C4(Cl)Cl)cc1 (stereo not given)
    -1.6 | -1.1
- O=C(Cn1nnc(-c2ccncc2)n1)N(C1CCCCC1)C1CCCCC1
    1.0 | 0.05
- CCCCCCCOC(=O)c1ccc(OC(=O)c2cccnc2)cc1
    0.8 | 2
- CC(C)c1ccc2c(c1)C1Cc3ccccc3C1N2 (stereo not given)
    -0.3 | -0.09
- COc1ccc2c(c1)OC[C@H]1[C@H]2N2C(=O)[C@H](C)NC(=O)[C@@]2(C)[C@H]1c1ccccc1
    -2.0 | /
- COc1ccc(-c2csc(N3CCC(c4ccccc4)CC3)n2)cc1
    -0.1 | 0.17
- CCOC(=O)c1ccc(S(=O)(=O)Nc2cc(C(=O)O)ccc2Cl)cc1
    1.0 | -1.2
- Cn1c(=O)cc(SCC(=O)N2CCN(C3CCCCC3)CC2)c2ccccc21
    0.5 | -1.3
- CC(C)(C)NC(=O)c1cnn2c1NC(c1ccc(F)cc1)CC2C(F)(F)F (stereo not given)
    -2.1 | 0.07
- COCC1CCCN(Cc2cn(Cc3ccccc3)nc2-c2cc3ccccc3o2)C1 (stereo not given)
    -0.7 | -1.6
- CCOc1ccc(NS(=O)(=O)c2ccc(C(=O)N(C)CCc3ccc(OC)c(OC)c3)cc2)cc1
    -1.3 | 0.65
- COc1ccc(N(CC(=O)Nc2cc(C(=O)O)ccc2C)S(=O)(=O)c2c(C)noc2C)cc1
    -0.3 | 0.77
- COc1ccccc1C(=O)NC(CCSC)C(=O)NNC(=O)c1ccc(F)cc1 (stereo not given)
    -0.7 | -0.71
- COc1ccc(CCC(=O)N(c2nnc(-c3cccnc3)s2)C(C)C)cc1
    -1.5 | -1.4
- CCn1c(O)c(C=NCc2ccccc2)sc1=S
    -0.2 | 0.29
- CC(C)CN(C(=O)COC(=O)CSc1ccccc1)c1c(N)n(Cc2ccccc2)c(=O)[nH]c1=O
    -2.6 | 1.2
- CCOc1ccc(NC(=O)CCC(=O)NNC(=O)NC2CCCCC2)cc1
    -0.5 | 1.4
- COc1cccc(NC(=O)CN(C)C(=O)CSc2nc3ccccc3s2)c1
    1.0 | -1.5
- COc1ccc(NS(=O)(=O)c2cccc(NC(=O)NCCCl)c2)cc1
    -1.2 | -0.89
- O=Cc1cn(CCC(=O)O)nc1-c1cc2ccccc2o1
    1.5 | -0.87
- COc1ccc(-c2csc(NC(=O)c3ccc(C(C)(C)C)cc3)c2C(=O)O)cc1
    -0.6 | -1.3
- CCN(CC)CCCNC(=O)C1CCC(=O)N(c2ccc(OC)cc2)C1c1ccc(F)cc1 (stereo not given)
    0.3 | 0.15
- C=CCn1c(SCC(=O)Nc2cc(C)on2)nc2sc3c(c2c1=O)CCCC3
    -0.5 | /
- Cc1cc(C)c(Cc2c(C)nc3c(C(=O)NCc4ccco4)cnn3c2C)c(C)c1
    0.6 | 0.01
- O=c1[nH]c(=S)c2c(n1-c1ccccc1)CCC2
    -0.1 | 0.18
- COC(=O)c1ccccc1OCC(=O)N1CCN(c2ccc(Cl)cc2)CC1
    -2.5 | 1.3
- CCC(CC)C(=O)Nc1cc(NC(=O)C(CC)CC)cc(C(=O)O)c1
    0.8 | 0.03

Continued, starting with the last six of the part before.
Order of values: STK33 inh | Kir21 inh
- CCN(CC)CCCNC(=O)C1CCC(=O)N(c2ccc(OC)cc2)C1c1ccc(F)cc1 (stereo not given)
    0.3 | 0.15
- C=CCn1c(SCC(=O)Nc2cc(C)on2)nc2sc3c(c2c1=O)CCCC3
    -0.5 | /
- Cc1cc(C)c(Cc2c(C)nc3c(C(=O)NCc4ccco4)cnn3c2C)c(C)c1
    0.6 | 0.01
- O=c1[nH]c(=S)c2c(n1-c1ccccc1)CCC2
    -0.1 | 0.18
- COC(=O)c1ccccc1OCC(=O)N1CCN(c2ccc(Cl)cc2)CC1
    -2.5 | 1.3
- CCC(CC)C(=O)Nc1cc(NC(=O)C(CC)CC)cc(C(=O)O)c1
    0.8 | 0.03
- O=C(CCCC(=O)N(CC(=O)NC1CCCC1)Cc1ccc2c(c1)OCO2)Nc1ccccn1
    -0.5 | -0.85
- CNC(=O)COC(=O)COc1ccc2c(C)cc(=O)oc2c1
    -1.0 | 2.4
- COC(=O)c1sccc1NC(=O)/C=C/C(=O)O
    -0.7 | -0.35
- COc1ccccc1C1c2c(C)nn(-c3ccccc3)c2NC(=O)C1NC(=O)c1ccccc1 (stereo not given)
    -3.2 | 1.7
- COc1ccc(-c2c(C)n([O-])c3c([n+]2=O)CCCC3)cc1
    -0.2 | 0.91
- COc1ccc(Nc2oc(COc3ccc(C)cc3)nc2C#N)cc1
    -1.9 | 0.9
- CCOc1cc(/C=N/NC(=O)CCn2nc(C)cc2C)ccc1O
    -1.2 | 0.66
- COc1cc(C(=O)N2CCN(c3ccc(C)cc3C)CC2)cc(OC)c1OC
    -1.3 | 3.2
- CCOC(=O)C1(Cc2ccc(Cl)cc2)CCN(C(=O)c2cscn2)CC1
    -2.0 | -0.79
- O=[N+]([O-])c1ccc(/C=N/N2CCN(Cc3ccccc3)CC2)cc1
    -1.4 | -0.8
- O=[N+]([O-])c1ccc(CN2CCCCCC2)cc1
    -1.3 | 0.05
- CCOC(=O)c1cnn(CCOC(=O)Cc2cccs2)c1NC(=O)Cc1cccs1
    0.5 | -1.2
- O=C(CSc1ccc([N+](=O)[O-])cn1)Nc1ccc2c(c1)OCCO2
    -0.9 | 0.66
- Cc1ccc(C)c(CN2CCNC2=O)c1
    -0.1 | -0.18
- CCC(C)(NC(=O)c1ccccc1)C(=O)O (stereo not given)
    -2.4 | -1
- CN(C(=O)CSc1n[nH]c(=O)[nH]c1=O)c1ccccc1
    -1.3 | /
- Cn1c(CCN2CCN(c3ccccn3)CC2)nc2cc(NS(=O)(=O)c3ccc(Cl)cc3)ccc21
    1.0 | -1.8
- CCOc1ccc(NC(=O)CSc2nnc(C)n2CC2CCCO2)cc1 (stereo not given)
    -1.1 | 0.52
- COc1ccc(CC(=O)N2CCN(c3ccccc3OC)CC2)cc1
    -1.3 | -0.25
- COc1ccc(Cl)cc1NC(=O)Cn1c(=O)oc2ccccc21
    0.8 | 2.4
